Screens deposited in PubChem BioAssay by Broad Institute.
YAP1 CTGF inhibition: YAP1 pathway inhibitors via CTGF transcript, primary screen, DLD1 colon cancer cells, RT-qPCR, single point (AID 743449). DLD1 CTGF mRNA qPCR, 24 h; stronger effect = higher value. actives 0.9% (n = 9,900). inhibition, % at 12.5 µM;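 active means mean normalized replicate activity at least 50 and at least half of replicates each reaching 50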;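 further: 0% = neutral control wells and 100% = dasatinib control wells; higher means stronger suppression of CTGF expression like dasatinib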
Pax4 gene expression: activators of Pax4 gene expression, primary screen, RT-PCR, mouse alpha TC1 cells, single point (AID 1053180); activation, % at 10 µM; mouse alpha TC1 cells, Pax4 mRNA qPCR, 6 days; stronger effect = higher value; 100% = Pax4 plasmid added at qPCR; actives 0.2% (n = 9,600);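 active means highest normalized replicate activity of 15 or more, or at least half the replicates reach 15 or more; inactive means neither condition met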;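 further: pax4 Ct normalized to GAPDH with activation seen as lower delta delta Ct; plate controls were plate neutral control wells for no effect and Pax4 plasmid positive control for full effect; each compound tested in two replicate wells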
Active calls of the source: *; . = not tested or not shown; & = joins results of further samples. An excerpt; count on the stated rates, not on these rows.

SMILES	YAP1 CTGF inhibition	Pax4 gene expression
CCC(=O)N1C[C@@H]2[C@H](c3ccccc31)[C@H](CO)N2C(=O)CC1CC1	5	0.0
CN(C)Cc1cn(CC[C@H]2CC[C@H](NC(=O)Cc3cccnc3)[C@@H](CO)O2)nn1	3	0.0
CO[C@H]1CN(C)C(=O)c2cc(NC(=O)C3CCCCC3)ccc2OC[C@H](C)N(C(=O)c2ccccc2)C[C@@H]1C	2	0.1
CN1C(=O)c2cc(NC(=O)Cc3cccs3)ccc2OC[C@@H]2O[C@@H](CC(=O)N[C@H]3CCN(Cc4ccccc4)C3)CC[C@@H]21	10	0.0
C[C@H]1CCc2cnnn2COCCNC1=O	-36	0.0
COc1ccc(-c2ccc3c(c2)[C@H]2[C@H](CCN2C(=O)c2cccc(F)c2)[C@@H](CO)N3)cc1	-21	0.0
COc1ccc2c3c([nH]c2c1)[C@@H](CO)N(C)CC31CCN(C(=O)CN(C)C)CC1	17	0.0
CN(C)CC(=O)N1[C@H](CO)[C@@H](c2ccccc2)C12CN(CC1CCOCC1)C2	-9	.
C[C@@H]1CN([C@H](C)CO)C(=O)c2cc(NC(=O)Cn3cnnn3)ccc2O[C@@H]1CN(C)C(=O)Nc1ccc2c(c1)OCO2	-12	0.1
C[C@@H]1CN([C@@H](C)CO)C(=O)c2ccccc2-c2ccccc2CO[C@H]1CN(C)S(=O)(=O)c1ccc([N+](=O)[O-])cc1	35	0.0
CCCNC(=O)N1[C@@H]2c3cccc(=O)n3C[C@H]1[C@H](CO)[C@H]2C(=O)N1CCC(Cc2ccccc2)CC1	6	0.0
COc1ccccc1-c1ccc([C@@H]2[C@H](CO)N3CCCCN(C(=O)c4cccnc4)C[C@@H]23)cc1	20	0.0
CCCC#Cc1ccc([C@H]2[C@@H](CO)N(C(C)=O)[C@H]2CN(C)C(=O)C2CC2)cc1	10	0.0
O=C(Nc1ccccc1)N1CC(=O)N2[C@H](C1)[C@@H](c1ccc(C#CC3CCCCC3)cc1)[C@@H]2CO	-27	0.0
CN(C)C(=O)C[C@H]1CC[C@@H]2[C@@H](COc3ccc(NC(=O)C4CCCCC4)cc3C(=O)N2C)O1	-12	0.0
COc1cccc(S(=O)(=O)Nc2ccc3c(c2)C(=O)N(C)[C@H]2CC[C@H](CC(=O)NCC4CCCCC4)O[C@@H]2CO3)c1	-6	0.3
CO[C@H](CN(C)S(=O)(=O)c1ccc(C)cc1)[C@H](C)CN([C@H](C)CO)S(=O)(=O)c1cccc(Cl)c1	17	0.0
CN1C(=O)c2cc(NC(=O)c3cnccn3)ccc2OC[C@H]2O[C@H](CC(=O)N[C@H]3CCN(Cc4ccccc4)C3)CC[C@@H]21	-47	0.0
C[C@@H]1CN([C@@H](C)CO)C(=O)c2cc(NC(=O)Nc3ccc4c(c3)OCO4)ccc2O[C@@H](C)CCCCO[C@@H]1CN(C)S(=O)(=O)c1ccccc1	17	0.0
C[C@H](CO)N1C[C@H](C)[C@H](CN(C)S(=O)(=O)c2ccccc2C#N)OCc2ccccc2-c2c(n(C)c3ccccc23)C1=O	39	0.0
CO[C@@H](CN(C)S(=O)(=O)c1ccc(C)cc1)[C@H](C)CN([C@@H](C)CO)S(=O)(=O)c1cccc(Cl)c1	79*	0.2
O=C(NC1CCCCC1)N1CC2(C1)[C@H](c1ccccc1)[C@@H](CO)N2S(=O)(=O)Cc1ccccc1	-17	.
CC(C)NC(=O)N(C)C[C@@H]1Oc2ccc(NC(=O)c3ccncc3)cc2C(=O)N([C@@H](C)CO)C[C@@H]1C	-19	0.0
CC(C)NC(=O)N(C)C[C@@H]1Oc2ccc(NC(=O)Cc3ccccc3)cc2CC(=O)N([C@H](C)CO)C[C@@H]1C	10	0.0
CN1c2ccc(-c3ccccc3)cc2[C@H]2[C@H](CCN2C(=O)NC2CCCCC2)[C@@H]1CO	-61	0.1

4 entries out of the list, arranged by molecular weight, high to low:
SMILES	YAP1 CTGF inhibition	Pax4 gene expression
CN1C(=O)c2cc(NC(=O)c3cnccn3)ccc2OC[C@H]2O[C@H](CC(=O)N[C@H]3CCN(Cc4ccccc4)C3)CC[C@@H]21	-47	0.0
C[C@@H]1CN([C@@H](C)CO)C(=O)c2ccccc2-c2ccccc2CO[C@H]1CN(C)S(=O)(=O)c1ccc([N+](=O)[O-])cc1	35	0.0
CC(C)NC(=O)N(C)C[C@@H]1Oc2ccc(NC(=O)Cc3ccccc3)cc2CC(=O)N([C@H](C)CO)C[C@@H]1C	10	0.0
O=C(Nc1ccccc1)N1CC(=O)N2[C@H](C1)[C@@H](c1ccc(C#CC3CCCCC3)cc1)[C@@H]2CO	-27	0.0

The results go on:
SMILES	YAP1 CTGF inhibition	Pax4 gene expression
COc1cccc(S(=O)(=O)Nc2ccc3c(c2)[C@@H]2C[C@H](CC(=O)NC4CCCCC4)O[C@@H](CO)[C@@H]2O3)c1	-20	0.0
COc1ccc2c3c(n(C)c2c1)[C@H](CO)N(C(=O)Nc1c(C)noc1C)CC31CN(CC2CC2)C1	21	0.0
CN1CCN(C(=O)C[C@H]2CC[C@@H]3[C@@H](COc4ccc(NC(=O)c5cccs5)cc4C(=O)N3C)O2)CC1	2	0.0
CNC(=O)C[C@@H]1CC[C@H]2[C@@H](COC[C@@H](O)CN2Cc2ccccc2F)O1	4	0.0
CCCC(=O)Nc1ccc2c(c1)OC[C@@H](C)N(CC1CCOCC1)C[C@H](C)[C@@H](OC)CN(C)C2=O	-15	0.0
Cc1noc(C)c1S(=O)(=O)N(C)C[C@H]1Oc2c(NS(=O)(=O)c3cn(C)cn3)cccc2C(=O)N([C@H](C)CO)C[C@H]1C	-59	0.0
CN(C)C(=O)c1ccc(-c2ccccc2[C@@H]2[C@@H](CO)N(C(=O)C3CC3)[C@H]2C#N)cc1	20	0.0
C[C@H]1CN([C@@H](C)CO)C(=O)c2cc(NC(=O)CCCN(C)C)ccc2O[C@@H]1CN(C)Cc1ccc(Cl)c(Cl)c1	-2	0.0
CO[C@H]1CN(C)C(=O)c2cc(NC(=O)c3ccc4c(c3)OCO4)ccc2OC[C@H](C)N(CCC(F)(F)F)C[C@@H]1C	1	0.0
COc1ccc(S(=O)(=O)N2C[C@@H](O)COC[C@@H]3O[C@H](CC(=O)N[C@H]4CCN(Cc5ccccc5)C4)CC[C@H]32)cc1	-23	0.0
CCS(=O)(=O)Nc1ccc2c(c1)C(=O)N(C)[C@H]1CC[C@@H](CC(=O)N3CCN(C)CC3)O[C@H]1CO2	16	0.0
COc1ccc(C[C@H]2CCn3cc(nn3)COC[C@H](c3ccccc3)NC2=O)cc1	11	0.0
O=C1CCC(=O)NCC/C=C/CCN1	-2	0.0
CO[C@H]1CN(C)C(=O)c2cc(NS(=O)(=O)c3cccc(Cl)c3)ccc2OC[C@@H](C)NC[C@@H]1C	-55	0.1
CN1C(=O)c2cc(NC(=O)c3cccc(C(F)(F)F)c3)ccc2OC[C@H]2O[C@H](CC(=O)NCCN3CCCC3)CC[C@@H]21	-10	0.0
Cn1cnc(S(=O)(=O)N2C[C@H](O)COC[C@H]3O[C@H](CC(=O)NCc4cccc(F)c4)CC[C@@H]32)c1	20	0.0
CO[C@@H]1CN(C)C(=O)c2ccc(NC(=O)Nc3c(C)noc3C)cc2OC[C@H](C)N(CCC(F)(F)F)C[C@H]1C	12	0.0
CCCNC(=O)N1CC(=O)N2[C@H](C1)[C@H](c1ccc(C#CCC3CCCC3)cc1)[C@@H]2CO	24	0.0
CO[C@@H]1CN(C)C(=O)c2cc(NC(=O)C3CC3)ccc2OC[C@@H](C)N(Cc2cc(F)ccc2F)C[C@H]1C	0	0.0
O=C(c1cc2c(c(-c3cccc(Br)c3)n1)[C@H](CCO)NC2)N1CCCCC1	-8	0.0
COc1ccc2c3c([nH]c2c1)[C@@H](CO)N(C(=O)Cc1ccccc1)CC31CCN(C)CC1	-2	0.0
COc1ccc2c3c(n(C)c2c1)[C@H](CO)N(C(=O)C1CC1)CC31CCN(Cc2cccc(F)c2)CC1	-22	0.4
Cc1noc(C)c1S(=O)(=O)N(C)C[C@H]1OCCCC[C@@H](C)Oc2ccc(NS(=O)(=O)c3cn(C)cn3)cc2C(=O)N([C@@H](C)CO)C[C@@H]1C	21	0.0
C/C=C/c1ccc([C@H]2[C@H](CO)N3CCCCN(S(=O)(=O)c4ccc(OC)cc4)C[C@@H]23)cc1	-10	0.0
CCNC[C@@H]1[C@@H](c2ccc(-c3ccc(F)cc3)cc2)[C@@H](CO)N1C(=O)C1CC1	-12	0.0
Further compounds follow.
SMILES	YAP1 CTGF inhibition	Pax4 gene expression
O=C(NC[C@@H]1[C@@H](c2ccccc2)[C@H](CO)N1Cc1cccnc1)c1ccccn1	6	0.0
C[C@H](CO)N1C[C@H](C)[C@@H](CN(C)Cc2ccc(Cl)c(Cl)c2)OCCCC[C@H](C)Oc2ccc(NS(=O)(=O)c3cccs3)cc2C1=O	-28	0.3
CC(C)C#Cc1ccc([C@@H]2[C@H](CO)N3C(=O)CN(C(=O)Cc4ccccc4)C[C@@H]23)cc1	-19	0.0
COc1ccc2c3c([nH]c2c1)[C@H](CO)N(C(C)=O)CC31CN(C(=O)CN2CCOCC2)C1	20	0.0
CN(C)CC(=O)N1CC2(C1)[C@@H](c1ccccc1)[C@H](CO)N2C(=O)C1CC1	22	.
C[C@@H]1CN([C@@H](C)CO)C(=O)c2cccc(NC(=O)c3ccncc3)c2O[C@@H]1CN(C)Cc1ccc2c(c1)OCO2	5	0.0
CO[C@H]1CN(C)C(=O)c2ccc(NC(=O)NC(C)C)cc2OC[C@H](C)N(Cc2ccc(-c3ccccn3)cc2)C[C@@H]1C	24	0.0
CCS(=O)(=O)N1[C@H](CO)[C@H](c2ccc(-c3cccc(F)c3)cc2)[C@@H]1C#N	-18	0.0
CN1C(=O)c2cc(NC(=O)c3ccc(C#N)cc3)ccc2OC[C@H]2O[C@@H](CC(=O)Nc3cc(F)ccc3F)CC[C@@H]21	-71	0.0
CCS(=O)(=O)N1CC2(C1)CN(S(=O)(=O)c1cccc(OC)c1)[C@H](CO)c1[nH]c3cc(OC)ccc3c12	4	0.0
CN1c2ccc(-c3ccccc3F)cc2[C@H]2[C@H](CCN2C(=O)Nc2cc(F)ccc2F)[C@H]1CO	-18	0.0
C[C@@H]1CN([C@H](C)CO)C(=O)CCCn2nncc2CO[C@@H]1CN(C)C(=O)CCC(F)(F)F	2	0.0
Cc1noc(C)c1NC(=O)N(C)C[C@@H]1Oc2ccc(NC(=O)Cc3cn(C)c4ccccc34)cc2CC(=O)N([C@H](C)CO)C[C@H]1C	16	0.0
C/C=C/c1ccc([C@H]2[C@@H](CO)N(Cc3cncnc3)C23CN(C(=O)COC)C3)cc1	13	.
COc1ccccc1NC(=O)Nc1ccc2c(c1)C(=O)N(C)[C@H]1CC[C@H](CC(=O)Nc3ccc4c(c3)COC4)O[C@@H]1CO2	-5	0.0
CN1C(=O)c2cc(NC(=O)C3CCOCC3)ccc2OC[C@@H]2O[C@@H](CC(=O)NCCc3ccncc3)CC[C@H]21	-73	0.0
CO[C@H]1CN(C)C(=O)c2cc(NS(=O)(=O)c3cccc(Cl)c3)ccc2OC[C@H](C)NC[C@H]1C	-6	0.0
COc1ccc2c3c(n(C)c2c1)[C@H](CO)N(S(C)(=O)=O)CC31CCN(C(=O)c2ccccn2)CC1	9	0.0
COc1ccccc1NC(=O)N1CC(=O)N2[C@H](C1)[C@H](c1ccc(-c3cccc(C)c3)cc1)[C@@H]2CO	9	0.0
CCS(=O)(=O)N1CC2(C1)CN(S(=O)(=O)c1ccccc1)[C@@H](CO)c1c2c2ccc(OC)cc2n1C	-23	0.0
C[C@@H]1CN([C@@H](C)CO)C(=O)c2c(c3ccccc3n2C)-c2ccccc2CO[C@H]1CN(C)S(=O)(=O)c1ccc([N+](=O)[O-])cc1	8	0.0
COCC(=O)Nc1ccc2c(c1)C(=O)N(C)[C@@H]1CC[C@@H](CC(=O)NCCCN(C)C)O[C@@H]1CO2	-35	0.0
CC(C)NC(=O)NCC[C@H]1CC[C@@H](NS(=O)(=O)c2ccc(Oc3ccccc3)cc2)[C@H](CO)O1	-14	0.0
CCCC(=O)N1C[C@@H]2[C@H](c3ccccc31)[C@H](CO)N2C(=O)Nc1ccc(F)cc1	-1	0.0
O=C(CCN1CCCCC1)N[C@H]1CC[C@@H](CC(=O)N2CCC(Cc3ccccc3)CC2)O[C@H]1CO	21	0.0

Full records from above. Values in the order: YAP1 CTGF inhibition	Pax4 gene expression
`CCS(=O)(=O)N1[C@H](CO)[C@H](c2ccc(-c3cccc(F)c3)cc2)[C@@H]1C#N` is listed as -18	0.0
`O=C(CCN1CCCCC1)N[C@H]1CC[C@@H](CC(=O)N2CCC(Cc3ccccc3)CC2)O[C@H]1CO` is listed as 21	0.0

The listing continues:
SMILES	YAP1 CTGF inhibition	Pax4 gene expression
COc1ccc2c3c([nH]c2c1)[C@H](CO)N(S(=O)(=O)c1ccc(C)cc1)CC31CN(Cc2ccccc2)C1	-14	0.1
N#C[C@H]1[C@H](c2ccccc2-c2ccccc2F)[C@@H](CO)N1C(=O)C1CCC1	-9	0.0
N#C[C@@H]1[C@H](c2ccc(C3=CCCCC3)cc2)[C@@H](CO)N1C(=O)CN1CCOCC1	-25	0.0
O=C(Nc1ccc(F)cc1)N1[C@@H]2CNC[C@H]1C2c1ccc(-c2cccnc2)cc1 (stereo not given in full)	-18&13	0.0&0.0
COc1cccc(CNC(=O)[C@@H]2[C@@H](CO)[C@@H]3Cn4c(cccc4=O)[C@H]2N3C(=O)C2CCCC2)c1	-9	0.0
C[C@H](CO)N1C[C@H](C)[C@H](CN(C)C(=O)CCCN(C)C)OCCCC[C@H](C)Oc2ccc(NC(=O)Nc3ccc4c(c3)OCO4)cc2C1=O	-11	0.0
COc1ccc2c3c([nH]c2c1)[C@H](CO)N(Cc1ccncc1)CC31CCN(CC2CCOCC2)CC1	-3	0.0
CO[C@H]1CN(C)C(=O)c2cc(NS(=O)(=O)c3cn(C)cn3)ccc2OC[C@@H](C)NC[C@@H]1C	-36	0.0
